S2 tox = cell viability loss in ATXN counter-screen | 400,000 tested, 0.49% active | S2 cells (HEK-293 line with an ATXN2-luciferase reporter) viability, CellTiter-Fluor protease fluorescence, 24 h | Potency, µM (highest dose often 56.7 µM), actives largely listed as cytotoxic | AID 651635; also: potency is read from the fitted curve at half-maximal effect; nearly all actives have a fitted effect of over 40% in size
HepG2 viability = kills HepG2 cells in TGF-b inhibitor counter-screen; HepG2 CAGA-GFP viability, ATP luminescence, 18 h; Potency, µM (titrated, usually from 46.1 µM), for inactives: top-dose activity change, negative = cytotoxicity, usual class: cytotoxic; 410,000 tested, 0.76% active; AID 588856; also: potency is read from the fitted curve at half-maximal effect; some results filed as inactive show a strong effect at the top dose
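CellTiter-Glo luminescence gave cytotoxicity after 18 hours at 37 degrees C. The cells were HepG2 CAGA-GFP in 1% FBS DMEM, stimulated with 500 pg/mL TGF-beta after compound addition. %Activity was normalised to no-cell wells (complete cell-killing) and DMSO (no toxicity), and curves were fitted and classified.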
SW480 rerep = induces DNA re-replication in SW480 colon adenocarcinoma cells; SW480 DNA re-replication, Hoechst DNA content imaging, 48 h; Potency, µM (top dose mostly 46.1 µM), for inactives: at the top dose re-replication activation, hits mostly activators; 340,000 tested, 1.8% active; AID 624297; also: potency is read from the fitted curve at half-maximal effect; % of control where 0% means no effect; nearly all actives have a fitted effect of over 55% in size
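Hoechst fluorescence of nuclei (405 nm excitation, 500-530 nm emission) measured by plate-scanning imager after 48 hr compound exposure at 37 C; re-replication scored as increased number of nuclei with elevated intensity.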
ATXN2 expr inh = ATXN2 expression inhibition; Potency, µM (series often up to 57 µM), without a hit: at the highest dose activity change, negative = inhibition, actives largely listed as inhibitors; HEK-293 ATXN2-luciferase reporter, luminescence, 24 h; 360,000 tested, 0.72% active; AID 1745845; also: potency is read from the fitted curve at half-maximal effect; % is scaled to controls: 0 for no effect and ±100 for the full control effect; nearly all actives have a fitted effect of over 55% in size
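ATXN2-luciferase reporter cells (luciferase flanked by upstream and downstream ATXN2 gene portions) were treated 24 h at 37 °C with compounds at up to 57 uM. SteadyGlo luminescence gave expression; GF-AFC fluorescence gave viability.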
MCF10A rereplic = DNA re-replication induction in MCF 10a cells; MCF 10A DNA re-replication, Hoechst nuclear intensity, 48 h; Potency, µM (titrated, usually from 46.1 µM), inactives show top-dose activity, positive = re-replication, usual class: activators; 350,000 tested, 2.9% active; AID 624296; also: potency is read from the fitted curve at half-maximal effect; % of control where 0% means no effect; nearly all actives have a fitted effect of over 50% in size
IL1B secr inh = inhibitors of inflammasome signaling (IL-1 beta secretion). THP-1 LPS/ATP IL-1B secretion, AlphaLISA, 16 h; active compounds read low. activity change, % at 57.5 µM. 360,000 tested, 4.7% active; in the data active = activity change below about -50%; inconclusive = mostly about -30% to -49%; also: % is scaled to controls: 0 for no effect and ±100 for the full control effect
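Secreted IL-1B measured by AlphaLISA bead assay after 16 h compound exposure of THP-1 cells; compounds (final up to 57.5 uM) added 1 h before LPS (250 ng/mL) and ATP (1.25 mM) stimulation; lower signal means less secretion.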
HT1080 IDH1KD tx = HT-1080 IDH1 knockdown cell toxicity (counter line) | 360,000 tested, 2% active | Potency, µM (top dose mostly 46.1 µM), for inactives: at the highest dose activity, negative = toxicity, usual class: cytotoxic | HT-1080 IDH1 knockdown viability, ATP luminescence, 48 h | AID 686971;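 also: potency is read from the fitted curve at half-maximal effect; 0% = DMSO wells and -100% = cell-free medium wells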
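Assay cells: HT-1080 with IDH1 knockdown, 750 per well, RPMI/5% FBS. Exposure: 48 h at 37 °C following 2 h pre-incubation. Read: CellTiter-Glo luminescence; fitted concentration-response, curve class assigned.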
KB-3-1 cytotox = KB-3-1 parental cell cytotoxicity. KB-3-1 viability, CellTiter-Glo ATP luminescence, 72 h. Potency, µM (titrated, usually from 46.1 µM), inactives show at the highest dose activity change, negative = cytotoxic, most hits filed as cytotoxic. 400,000 tested, 1.4% active; also: potency is read from the fitted curve at half-maximal effect; % is scaled to controls: 0 for no effect and ±100 for the full control effect; nearly all actives have a fitted effect of over 60% in size
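Parental KB-3-1 adenocarcinoma cells in phenol-red-free DMEM with 10% FBS were pin-treated with compounds at several concentrations, incubated 72 h at 37 °C, and viability read by CellTiter-Glo luminescence; concentration-effect curves were fitted after normalization.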
HT1080-NT tox = kills 2HG-producing HT-1080-NT fibrosarcoma cells; AID 686970; Potency, µM (titrated, usually from 46.1 µM), for inactives: top-dose activity, negative = less viability, actives largely listed as cytotoxic; 360,000 tested, 1.6% active; HT-1080-NT fibrosarcoma viability, CellTiter-Glo ATP luminescence, 48 h;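 also: NT is the 2HG producing partner of a matched IDH1 knockdown line; potency is read from the fitted curve at half-maximal effect; 0% = DMSO-treated cells and -100% = media-only wells without cells; nearly all actives have a fitted effect of over 55% in size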
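Read-out is CellTiter-Glo luminescence after 10 minutes at room temperature, following 48 hours' compound treatment of HT-1080-NT cells (750 cells/well, RPMI, 5% FBS, 37 degrees C).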
Numbers without * were called inactive; i = inactive; ? = inconclusive; . = no result given; [ ] = dose if it differs, or a comment. Unless noted, calls follow the shape of the dose curve; as a rule, active = well fitted curve in the direction sought with a large enough effect; inconclusive = small, poorly fitted or top-dose-only effect, or another doubt; inactive = no such curve, though single readings can be large; an effect the other way counts as inactive or inconclusive.

smiles,S2 tox,HepG2 viability,SW480 rerep,ATXN2 expr inh,MCF10A rereplic,IL1B secr inh,HT1080 IDH1KD tx,KB-3-1 cytotox,HT1080-NT tox
CCOC(=O)C1=C(CS(=O)(=O)c2ccccc2)NC(=O)NC1c1ccccc1OCC (stereo not given),i,-2%,-1%,-1%,6%,-3,10%,6%,-1%
O=c1[nH]n2c(=O)c3c([nH]c2c1N=Nc1cccc(C(F)(F)F)c1)CCCC3,?,-9%,-3%,-9%,16%,5,8%,3%,-5%
CC(NC(=O)C1CCN(S(=O)(=O)c2ccc3c(c2)NC(=O)CO3)CC1)c1ccccc1 (stereo not given),i,0%,26%,-6%,7%,-20,1%,-14%,0%
C[C@H](O)C(=O)Nc1c(I)c(C(=O)NC(CO)CO)c(I)c(C(=O)NC(CO)CO)c1I,i,.,-5%[20.6 µM],0%,0%[20.6 µM],.,.,.,.
O=C(NC(c1ccc(-c2ccccc2)cc1)c1cnccn1)C1CCN(Cc2cccs2)CC1 (stereo not given),?,-27%,.,-18%,.,-11,?,0%,?
Clc1ccc(OCc2nc(-c3ccccn3)no2)c(Br)c1,i,-27%,-12%,-13%,17%,-21,-28%,-2%,-19%
CCOC(=O)c1ccccc1NC(=O)CSc1nc2ccccc2c(=O)n1CCCN1CCOCC1,i,6%,?,?,13µM*,-4,-10%,-13%,-13%
COC(=O)CN(c1cccc(F)c1)S(C)(=O)=O,i,9%,-2%,7%,-14%,8,8%,?,14%
COc1ccc(-c2nc(CSCC(=O)NCc3ccco3)c(C)o2)cc1,i,4%,-7%,-26%,-1%,-5,8%,-25%,4%
CCCNc1c(NS(=O)(=O)c2ccc(C)c(C)c2)c(=O)oc2ccccc12,i,3%,-6%,-1%,-2%,?,0%,-5%,-1%
O=C(CN1CCN(Cc2ccccc2)CC1)Nc1cccc(Cl)c1,i,-14%,2%,-4%,7%,-29,-1%,18%,-14%
O=C(NCc1ccccc1Cl)C1CCC(=O)N(C2CCCC2)C1 (stereo not given),i,-27%,2%,3%,-1%,11,13%,2%,11%
Cc1nn(Cc2ccccc2)c(Cl)c1C(=O)OCC(=O)NC(=O)NC12CC3CC(CC(C3)C1)C2,i,-6%,1%,-17%,5%,?,-28%,8%,-28%
Cc1sc2nc(COC(=O)c3c(F)cccc3F)[nH]c(=O)c2c1C,i,0%,-5%,-9%,-56%[inhibitor],7,3%,8%,7%
CCOc1cc2c(cc1/C=C/C(=O)O)OC(C)C2 (stereo not given),i,-11%,-9%,.,1%,0,6%,2%,9%
O=C(O)c1ccccc1C(=O)NC1CCCCNC1=O (stereo not given),i,1%,-15%,-4%,0%,7,20%,3%,12%
CCn1cc(C(=O)N2CCN(c3cccc(Cl)c3)CC2)c(=O)c2cc(S(=O)(=O)N3CCCCC3)ccc21,i,6%,.,3%,.,.,.,?,.
CCOc1ccc2nc(N3CCCC(C(=O)N4CCN(CC)CC4)C3)sc2c1 (stereo not given),i,-5%,-14%,15%,1%,-2,-17%,-2%,-2%
O=C(CSc1ncn[nH]1)Nc1ccc(OCc2ccccc2)cc1,i,0%,-4%,8%[11.3 µM],0%,8,7%,-14%,0%
Cn1c(N)c(C(=O)CSc2nnc(C3CC3)n2Cc2ccccc2)c(=O)n(C)c1=O,i,-7%,-12%,3%,3%,9,-11%,15%,-18%
Cn1c(SCC(=O)c2ccccc2)nnc1-c1cccs1,i,3%,-18%,.,3%,0,-1%,21%,4%
Cc1[nH]c2ccccc2c1C(=O)COC(=O)C1CC(=O)N(Cc2ccco2)C1 (stereo not given),i,-24%,-2%,-3%,7%,36,0%,3%,-3%
CC1CC(C)CN(CCCNC(=O)c2ccc3c(SCC(=O)O)c4c(nc3c2)CCC4)C1 (stereo not given),i,-2%,1%,.,-2%,-16,8%,-1%,-9%
O=C(NC(=S)Nn1cnc2c(cnn2-c2ccccc2)c1=O)c1ccc(Cl)cc1,i,10%,-10%,.,-7%,19,6%,-5%,15%
CC1(C)C(=O)OC(c2cccs2)C(C)(C)C1=O (stereo not given),?,-15%,-1%,1%,0%,11,0%,2%,5%
CCc1ccccc1NC(=O)CSc1nc2n[nH]c(C)c2c(=N)n1-c1ccc(OC)cc1,i,-15%,-1%,16%,2%,?,-24%,-4%,-17%
CCOc1cc(C#N)c(NC(=O)c2ccco2)cc1OCC,?,-15%,9.2µM*,-22%,?,21,?,6.5µM*,?
CCN(c1ccccc1)S(=O)(=O)c1nnc(NC(=O)CC(C)C)s1,i,-6%,-8%,-21%,-2%,6,10%,9%,19%
CN(CC1COc2ccccc2O1)C(=O)CSc1ncnc2sccc12 (stereo not given),i,-20%,-57%[inhibitor],-2%,4%,-16,-2%,-15%,-1%
S=C(NCCCn1ccnc1)Nc1cccc(Cl)c1,i,-12%,9%,-7%,18%,15,10%,2%,13%
O=C(O)c1ccc(NCc2ccncc2)cc1,i,4%,-6%,4%,6%,8,10%,19%,-5%
COc1ccc(NC(=O)CN(C)C(=O)c2oc3c(ccc4ccccc43)c2C)cc1,?,-37%,12%,-5%,?,19,-26%,-11%,-6%
CC(C)(C)c1ccc(-n2ncc3c2CCCC3NC(=O)c2csnn2)cc1 (stereo not given),i,-15%,-2%,-6%,14%,10,0%,.,1%
CCCSCCCNC(=O)c1ccc(C)c(NC(=O)C2=C(C)OCCS2)c1,i,-6%,-12%,.,?,3,0%,6%,9%
CCC(NC(=O)c1cc(COc2ccc(C)nc2)on1)c1ccc(C)cc1 (stereo not given),i,-13%,-3%,-16%,-8%,-11,-5%,.,?
N#Cc1ccccc1Cn1c(SCC(=O)Nc2ccc(F)cc2)nc2ccccc21,?,-27%,.,-4%,.,.,.,-14%,.
O=C(NCCc1ccccc1Cl)C1CCN(S(=O)(=O)c2cccs2)CC1,i,-8%,-5%,-2%,8%,-13,-6%,2%,-1%
Cc1ccc(C(=O)OCC(=O)c2cc(C)n(CC3CCCO3)c2C)cc1 (stereo not given),i,15%,0%,55%[activator],2%,-1,4%,-3%,1%
CCOC(=O)c1ccc(Oc2nc(NC)nc(OC)n2)cc1,i,-13%,-6%,4%,-1%,-1,-4%,-2%,-15%
Cc1ccc2[nH]c(=O)c(CN(CC3CCCO3)C(=S)NCc3ccco3)cc2c1 (stereo not given),?,-28%,1%,-22%,7%,?,-3%,10%,0%
Cc1cc2c(c(=O)n1Cc1cccnc1)C(c1ccc(F)cc1)C(C#N)=C(N)O2 (stereo not given),i,-25%,2%,-9%,-5%,-9,-4%,0%,-1%
C[C@@H]1CN([C@H](C)CO)C(=O)CCCn2nncc2CO[C@@H]1CN(C)C(=O)c1ccccc1,i,0%,.,9%,.,31,12%,4%,5%
CCOc1ccc(C2C(C(=O)Nc3ccc(OC)cc3)=C(C)Nc3nc(SCc4ccc(Cl)cc4)nn32)cc1 (stereo not given),i,5%,.,9%,.,.,.,6%,.
CC(=O)c1sc(NC(=O)c2cnc(Cl)c(Cl)c2)nc1C,i,0%,-7%,24%,3%,-24,11%,1%,2%
Cc1ccc2oc(C(=O)N3CCN(Cc4ncccc4C)CC3)c(C)c2c1,?,-6%,1%,1%,-1%,0,3%,-18%,-3%
COc1cccc(CNC(=O)C2CCN(S(=O)(=O)N3CCCCC3)CC2)c1,i,7%,-12%,-5%,-5%,3,-4%,3%,10%
CC(C)(C)NC(=O)NC(=O)CN1CCN(c2ccc(O)cc2)CC1,i,1%,3%,-38%,27%,19,-3%,21µM*,-5%
Cc1ccc(N(C(=O)CS(=O)CC(=O)Nc2ccc(F)cc2)C(C(=O)NC2CCCCC2)c2ccco2)cc1 (stereo not given),?,14%,-4%,-16%,5%,0,-1%,-16%,-15%
COCCOCC(O)CN1CCN(c2ccccc2)CC1 (stereo not given),i,5%,?,5%,12%,1,14%,-3%,15%
OCCC1CN(Cc2ccc3c(c2)CCO3)CCN1C1CCCC1 (stereo not given),i,-1%,1%,-4%,10%,-14,3%,-9%,7%
COc1ccc(-c2nc3ncccn3c2Br)cc1,i,-30%,-3%,17%,-12%,13,-8%,7%,2%
CC(NC(=O)C1CCCN(S(=O)(=O)c2cnc[nH]2)C1)c1ccccc1 (stereo not given),i,7%,1%,8%,-1%,2,-2%,-10%,0%
COc1ccc(OCCOc2ccccc2[N+](=O)[O-])cc1,i,-18%,2%,73%[activator],3%,-16,1%,-6%,0%
Cc1ccc(S(=O)(=O)N2CCOCC2)cc1NC(=O)COC(=O)C1=COCCO1,i,3%,-25%,5%,4%,-3,7%,-2%,12%

One compound at a time (already shown):
Entry for `Cc1ccc(C(=O)OCC(=O)c2cc(C)n(CC3CCCO3)c2C)cc1` (stereo not given) → S2 tox: i; HepG2 viability: 15%; SW480 rerep: 0%; ATXN2 expr inh: 55%[activator]; MCF10A rereplic: 2%; IL1B secr inh: -1; HT1080 IDH1KD tx: 4%; KB-3-1 cytotox: -3%; HT1080-NT tox: 1%
Entry for `CCn1cc(C(=O)N2CCN(c3cccc(Cl)c3)CC2)c(=O)c2cc(S(=O)(=O)N3CCCCC3)ccc21` → S2 tox: i; HepG2 viability: 6%; SW480 rerep: .; ATXN2 expr inh: 3%; MCF10A rereplic: .; IL1B secr inh: .; HT1080 IDH1KD tx: .; KB-3-1 cytotox: ?; HT1080-NT tox: .

Bioassay records from PubChem.
